High-throughput results from PubChem BioAssay.
UBC13 polyUb – human UBC13 polyubiquitination inhibition | P61088 | UBC13 polyubiquitin chain formation, TR-FRET | inhibition, % at 20 µM | 330,000 tested, 0.47% active | AID 485273; in the data active means inhibition above about 45%, passing the limit was not always enough
Target sequence (P61088 whole entry, looked up): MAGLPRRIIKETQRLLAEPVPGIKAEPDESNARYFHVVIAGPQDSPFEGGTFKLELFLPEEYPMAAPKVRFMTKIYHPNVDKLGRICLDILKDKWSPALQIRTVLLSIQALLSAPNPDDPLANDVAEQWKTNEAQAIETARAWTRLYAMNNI
SENP1 FRET inh – inhibitors of human SENP1 SUMO protease catalytic domain | Q9P0U3 | recombinant SENP1 catalytic domain, CyPet-SUMO1-YPet FRET cleavage | inhibition, % at 10 µM | 360,000 tested, 0.21% active;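 active means inhibition at least 30% at 10 µM, raw YFP signal under a set limit, fluorescence ratio 0.5 to 1.5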;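 further: 0% = enzyme with DMSO and 100% = no enzyme wells; some results filed as inactive read as strong as hits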
Target sequence (Q9P0U3 419-644 limits assumed): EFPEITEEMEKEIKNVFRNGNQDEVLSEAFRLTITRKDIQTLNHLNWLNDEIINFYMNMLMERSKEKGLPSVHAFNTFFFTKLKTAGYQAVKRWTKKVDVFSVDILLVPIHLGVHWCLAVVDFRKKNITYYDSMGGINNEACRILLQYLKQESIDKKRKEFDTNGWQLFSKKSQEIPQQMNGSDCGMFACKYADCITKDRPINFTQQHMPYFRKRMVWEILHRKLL
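system = hSENP1 catalytic domain, recombinant | reagent = SFCypet-SUMO1-SFYpet substrate at 25 nM | doses = one dose per compound, 10 µM, 0.5% DMSO | incubation = enzyme reaction for 50 min at room temperature, dark | measured by = FRET, CFP and YFP emission | controls = no-enzyme low, enzyme-DMSO high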
A3G deaminase – inhibitors of human APOBEC3G DNA deaminase; Q9HC16; recombinant A3G, ssDNA deamination FAM/TAMRA fluorescence; inhibition, % at 20 µM; 330,000 tested, 0.28% active; AID 493012;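 active means inhibition of at least 40% at 20 µM, with no more than 30% in the related APOBEC3A deaminase screen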;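 further: plate controls were DMSO wells with A3G for no effect and wells lacking A3G enzyme for full effect; some compounds called inactive have numbers as strong as hits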
Target sequence (Q9HC16 whole entry, looked up): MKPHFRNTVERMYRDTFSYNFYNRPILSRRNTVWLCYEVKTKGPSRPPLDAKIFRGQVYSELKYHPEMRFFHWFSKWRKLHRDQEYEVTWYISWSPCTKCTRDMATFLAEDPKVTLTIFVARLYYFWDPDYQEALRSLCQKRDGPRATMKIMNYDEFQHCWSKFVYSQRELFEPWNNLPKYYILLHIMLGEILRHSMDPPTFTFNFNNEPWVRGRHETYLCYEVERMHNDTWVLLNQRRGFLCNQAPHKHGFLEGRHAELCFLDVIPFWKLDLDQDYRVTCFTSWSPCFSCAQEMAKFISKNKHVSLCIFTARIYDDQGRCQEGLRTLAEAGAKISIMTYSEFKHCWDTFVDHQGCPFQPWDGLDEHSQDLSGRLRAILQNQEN
SENP7 block – SENP7 protease inhibition. AID 434973. inhibition, % at 5 µM. Q9BQF6. 330,000 tested, 1.5% active. recombinant SENP7, Z-RLRGG-aminoluciferin luminescence, 40 min;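 active means inhibition above about 50% at the single test dose, limit read from the data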;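 further: plate controls were DMSO with enzyme for no effect and no enzyme buffer wells for full effect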
SENP8 block-1 – SENP8 (human) protease inhibition. Q96LD8. recombinant SENP8, Nedd8 substrate fluorescence. inhibition, % at 20 µM. 360,000 tested, 0.64% active. AID 602440; in the data active means inhibition mostly above about 40%, no sharp cut-off; inactive means mostly below about 27%
Target sequence (Q96LD8 whole entry, looked up): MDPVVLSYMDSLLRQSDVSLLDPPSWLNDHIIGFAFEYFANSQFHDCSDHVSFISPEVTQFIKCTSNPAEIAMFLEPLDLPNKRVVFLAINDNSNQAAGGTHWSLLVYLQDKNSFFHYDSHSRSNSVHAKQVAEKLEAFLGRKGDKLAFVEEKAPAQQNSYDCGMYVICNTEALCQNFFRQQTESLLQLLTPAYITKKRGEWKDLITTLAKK
Apaf1 inhib – inhibitors of human Apaf-1 apoptosome; O14727; inhibition, % at 20 µM; AID 489030; 330,000 tested, 0.71% active; reconstituted apoptosome caspase-3 activity, DEVD-Rh110 fluorescence; active means inhibition of at least 40% at 20 µM;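 further: plate controls were DMSO wells for no effect and DEVD-CHO caspase inhibitor wells for full effect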
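Material: reconstituted apoptosome with Apaf-1, cytochrome c, caspase-9, procaspase-3, dATP. Technique: Rh110 fluorescence intensity. Buffer or medium: pH 7.5 Hepes buffer with CHAPS, BSA, DTT. Times: 30 min plus 50 min, RT.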
SENP8 block-2 – blocks the human protease SENP8; Q96LD8; purified SENP8, Z-RLRGG-aminoluciferin cleavage, luminescence; inhibition, % at 10 µM; 330,000 tested, 1.2% active; AID 2540; in the data active means inhibition above about 50%
SENP6 inh – blocks the human protease SENP6; inhibition, % at 10 µM; 330,000 tested, 1.8% active; Recombinant SENP6 catalytic domain, aminoluciferin luminescence; Q9GZR1; AID 2599;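 active means inhibition above about 50% at the single tested dose, limit read from the data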;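 further: plate controls were DMSO wells with enzyme for no effect and DMSO wells lacking enzyme for full effect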
The depositor's hits bear a star.

SMILES	UBC13 polyUb	SENP1 FRET inh	A3G deaminase	SENP7 block	SENP8 block-1	Apaf1 inhib	SENP8 block-2	SENP6 inh
COc1cc(C(=O)NCc2ccc(-c3nc4ccccc4o3)cc2)cc(OC)c1OC	2	-1	1	-4	-13	5	-10	1
COc1ccc(NC(=O)C(OC(=O)c2ccc([N+](=O)[O-])o2)c2ccccc2)cc1Cl (stereo not drawn)	-14	-7	0	6	22	7	14	18
O=C(NCCCn1ccnc1)C1CC(c2cccc(Br)c2)=NO1 (stereo not drawn)	-4	1	-1	-3	8	-9	-8	-10
COc1ccc(Nc2cc(C)nc3ccc(OC)cc23)cc1	-3	-1	4	-12	-5	11	-13	-8
CCOC(=O)CN1C(=O)CCSc2ccc(Cl)cc21	4	0	-6	-3	5	-1	3	0
COCCNC(=S)N/N=C(\C)c1ccccc1F	2	1	-5	4	0	0	-4	-4
COCC(=O)N(C)CC1CCCN(CCc2ccccc2OC)C1 (stereo not drawn)	-2	2	-5	-8	12	4	-8	0
O=C(Nc1ccc(-c2csc(Nc3cccc(C(F)(F)F)c3)n2)cc1)c1ccccc1	1	2	-10	1	-15	-15	-2	-5
Cc1cc(C)c2nc(-c3ccccn3)cc(C(=O)NCc3cc(C)n(C)n3)c2c1	14	-6	4	7	-445	1	3	-8
CC(=O)Nc1ccccc1OCC(=O)NCCc1ccc(Cl)cc1Cl	11	3	1	1	11	-1	2	7
Cc1ccc(S(=O)(=O)Nc2nc3n(n2)C(c2ccc(Cl)cc2)CC(=O)N3)cc1 (stereo not drawn)	1	-1	1	11	24	8	3	-20
COc1cc(C#N)ccc1OCC(=O)Nc1ccc(C)c(S(=O)(=O)N2CCOCC2)c1	2	0	-4	0	16	-10	1	-5

A stretch of the results above:
SMILES	UBC13 polyUb	SENP1 FRET inh	A3G deaminase	SENP7 block	SENP8 block-1	Apaf1 inhib	SENP8 block-2	SENP6 inh
COc1cc(C(=O)NCc2ccc(-c3nc4ccccc4o3)cc2)cc(OC)c1OC	2	-1	1	-4	-13	5	-10	1
COc1ccc(NC(=O)C(OC(=O)c2ccc([N+](=O)[O-])o2)c2ccccc2)cc1Cl (stereo not drawn)	-14	-7	0	6	22	7	14	18
O=C(NCCCn1ccnc1)C1CC(c2cccc(Br)c2)=NO1 (stereo not drawn)	-4	1	-1	-3	8	-9	-8	-10
COc1ccc(Nc2cc(C)nc3ccc(OC)cc23)cc1	-3	-1	4	-12	-5	11	-13	-8

Going on with the list:
SMILES	UBC13 polyUb	SENP1 FRET inh	A3G deaminase	SENP7 block	SENP8 block-1	Apaf1 inhib	SENP8 block-2	SENP6 inh
Cc1cccc2cc(C#N)c(SCC(=O)N3CC(=O)Nc4ccccc43)nc12	4	-9	-13	7	-50	-6	4	-9
COC(C[C@H]1O[C@@H]1[C@@H](O)COCc1ccccc1)OC	1	1	-5	0	19	0	-11	2
CC(=O)C1=C(O)C(=O)N(Cc2ccco2)C1c1ccc(F)cc1 (stereo not drawn)	-8	0	-3	3	-3	-5	4	6
CC(N=C1NS(=O)(=O)c2ccccc21)C(=O)N1CCc2ccccc2C1 (stereo not drawn)	4	2	-3	-3	7	-7	2	8
CCC(C)(C)NC(=O)Cc1ccc(OC)c(OC)c1	-13	1	-8	-10	12	-3	-11	-11
COC(=O)[C@]1(C)N[C@H](CN(C)S(=O)(=O)c2ccccc2)[C@@H]2C(=O)N(C)C(=O)[C@@H]21	0	1	-6	3	9	-17	7	-7
COc1ccc(CNC(=O)C2Cc3ccccc3CN2C(=O)c2ccco2)cc1 (stereo not drawn)	-2	0	-11	-3	0	-11	0	-6
COc1ccc(-c2cc3nc4c(c(=O)n3[nH]2)CCC4)cc1	5	-1	-4	-11	-98	12	-13	-4
O=C(/C=C/c1cccc([N+](=O)[O-])c1)NCCSCc1ccccc1Cl	8	3	0	4	18	8	2	-5
CC1CC(C)CN(C(=O)COC(=O)CCC(=O)c2cccs2)C1 (stereo not drawn)	5	0	1	0	5	-2	5	9
Cc1ccc(N2CCN(C(=O)CCc3nc4ccccc4[nH]3)CC2)c(C)c1	4	0	-16	-7	2	11	-9	8
COc1ccc(CCNC(=O)C23CN(Cc4ccccc4)CC2C(c2cccc([N+](=O)[O-])c2)=NO3)cc1 (stereo not drawn)	8	1	-5	-1	12	3	10	1
CC1(C)NC(=O)N(CC(O)CN2CCCCC2)C1=O (stereo not drawn)	-9	0	-1	-11	22	-11	-3	-16
O=C(c1ccc(Cl)c([N+](=O)[O-])c1)N(Cc1ccco1)C1CCS(=O)(=O)C1 (stereo not drawn)	-8	-1	-5	13	24	-5	-11	-17
COc1cc(/C=N/NC(=O)c2nnn(-c3nonc3N)c2C(C)C)ccc1OCc1ccccc1	-6	3	-3	-7	-96	8	-5	-22
COc1ccc(-n2nc(C(=O)NCC(=O)N3CCN(c4ccccn4)CC3)c3ccccc3c2=O)cc1Cl	-9	-1	-3	-8	-397	16	-2	-3
O=C(CNC(=O)C1COc2ccccc2O1)N/N=C\c1ccc(Br)cc1 (stereo not drawn)	-7	3	-8	-18	16	18	-13	-9
COC(=O)C1=C(O)/C(=C\c2ccc(O)c(OC)c2)N=C1C	-67	1	-4	-5	-63	-5	-6	-2
COc1cc2nc(C3CCC3)n(N)c(=O)c2cc1OC	2	0	-10	-2	7	-18	3	-3
COc1cc(NC(=O)C2CC(=O)NC3=C2C(=O)CCC3)cc(OC)c1 (stereo not drawn)	0	1	-1	-1	13	-3	4	-12
CCN(CC)C(=O)/C(=C\c1cccc([N+](=O)[O-])c1)NC(=O)c1ccco1	5	3	-4	4	16	-1	2	-14
C=C1CCN([C@@H](CC(C)C)C(=O)NCCC(C)C)S(=O)(=O)c2ccccc21	5	2	-14	-19	-4	17	-11	-9
CCCCCCOc1ccc(C(=O)O)cc1	-4	1	-6	5	15	-9	0	6
Cc1cccc(-n2c(SCC(=O)NCc3ccc4c(c3)OCO4)nc3ccccc3c2=O)c1	-10	-1	-3	2	6	10	-1	-20
C/C=C(\C)C(=O)N1CC2(CC(c3cccc(NC(=O)COc4ccc(Cl)cc4)c3)=NO2)C[C@@H]1C(N)=O (stereo partly drawn)	-2	-2	-10	-7	12	7	-2	-9
CN(CC(=O)NCC1CCCCC1)S(=O)(=O)c1ccc(Cl)cc1	1	-2	-7	-6	11	15	-2	-32
CC(C)N(C(=NCc1ccccc1)NC(=O)c1ccccc1)C(C)C	2	-1	-7	-1	2	-5	-6	-8
CCS(=O)(=O)N1Cc2ccccc2CC1C(=O)Nc1ccc(C)cc1 (stereo not drawn)	0	-3	2	3	6	8	4	0
CN1CCN(c2ccc(NC(=O)c3ccc([N+](=O)[O-])o3)cc2Cl)CC1	-15	1	-17	0	33	10	-23	-20
CCOc1ccccc1N1C(=O)CC(Sc2n[nH]c(-c3ccccc3)n2)C1=O (stereo not drawn)	2	0	58*	2	11	8	-4	-3
Cc1ccc(C(=O)O/N=C(\N)c2ccccn2)c(C)c1	-9	3	-5	102*	5	8	95*	99*
CC(C)C(NS(=O)(=O)c1cccs1)C(=O)NCCN1CCN(c2ccccc2)CC1 (stereo not drawn)	-5	0	0	-11	15	11	-14	-31
C/C(=N\NC(=O)c1ccccc1O)c1ccc(NC(=O)c2ccccc2)cc1	-6	1	-7	-10	-138	-10	3	5
CCn1nc(C)c(CNC(=O)C2CCC(=O)N(CCc3ccc(OC)cc3)C2)c1C (stereo not drawn)	-1	0	-2	7	12	0	-2	3
CC1=C(C(=O)OCC(C)C)C(c2cccs2)NC(=S)N1 (stereo not drawn)	-11	-1	3	4	6	23	-4	5
Cc1ccc(C(=O)Nn2cnnc2)cc1	7	3	-5	-3	13	6	-1	-15
O=C(c1cc(=O)[nH]c2ccccc12)N1CCN(c2ccc([N+](=O)[O-])cc2)CC1	-20	-3	4	3	14	5	2	0
CCCCCN(C(=O)CCC(=O)OCc1ccccc1Cl)c1c(N)n(CCCC)c(=O)[nH]c1=O	-7	1	3	-3	9	18	0	-11
COC(=O)C1CCN(C(=O)c2cc(OC)c(OC)c(OC)c2)CC1	1	-2	-4	-4	28	-7	1	1
COc1ccc(NC(=O)CSc2nc3ccccc3c(=O)n2CCCC(=O)NCC2CCCO2)c(OC)c1 (stereo not drawn)	-3	-1	-3	13	9	-4	-19	-8
O=C1c2cccc3cccc(c23)C(=O)N1c1ccccc1Cl	12	-1	-4	-2	-99	-7	13	17
COC(=O)c1ccccc1NC(=O)CSc1n[nH]c(-c2ccncc2)n1	-1	1	3	-6	4	5	-3	-23
COc1ccc(NC(=O)CC(NCc2ccccn2)C(=O)O)cc1 (stereo not drawn)	-28	2	-8	-13	10	-2	-1	-6
Cc1ccc(NC(=O)COC(=O)c2ccc[n+]([O-])c2)c(Br)c1	11	0	-5	0	-11	-4	-4	-2
COc1cccc(C=Nc2ccc3c(c2)CCC3)c1O	8	8	-7	-8	1	6	-23	-10
COCCn1cnc2c1c(=O)n(Cc1ccc(Br)cc1)c(=O)n2Cc1ccccc1	6	1	-6	2	11	31	-2	-15
CCOc1cc(C2/C(=C(/O)c3ccc(S(=O)(=O)N4CCCCC4)cc3)C(=O)C(=O)N2CCOC)ccc1O (stereo not drawn)	-17	1	0	2	17	8	3	-7
Cc1cccc(NS(=O)(=O)c2ccc(-c3ccc(=O)[nH]n3)o2)c1	-9	3	4	3	-4	2	15	2
Oc1ccc(Cl)cc1/C=N/c1nc2ccccc2[nH]1	-16	-14	-2	-4	-84	6	4	11
COc1ccccc1NC(=O)c1ccc(NS(C)(=O)=O)cc1	-4	1	-3	4	11	-9	-2	-14
C=CCNC(=O)CN(c1ccc(F)cc1)S(=O)(=O)c1ccc(OC)cc1	-3	0	1	-2	0	2	-1	-20
CN(Cc1ccccc1)C1CC(=O)N(c2ccc(C(=O)O)cc2)C1=O (stereo not drawn)	-1	0	0	0	10	-4	1	-7
CC(/C=C/c1ccc2c(c1)OCO2)=N/NC(=O)COc1ccc(C)cc1	0	2	-1	-11	-13	4	-18	-22
CCC(C)NC(=S)Nc1ccc(F)cc1 (stereo not drawn)	-6	4	-6	1	29	-28	8	-5
COc1ccc([C@H]2CC(=O)C=C(c3ccc(O)cc3)C2)cc1OC	18	-18	-6	2	16	7	-5	7
CCOc1ccc(N(CC(=O)Nc2ccc(C)c(F)c2)C2=NC3CS(=O)(=O)CC3S2)cc1 (stereo not drawn)	12	1	-2	-3	3	-8	-3	-7
O=C(COC(=O)Cn1cnc2ccccc21)Nc1cc2c(cc1Cl)C(=O)c1ccccc1C2=O	-54	5	1	90*	16	15	61*	71*
O=C(CCNS(=O)(=O)c1ccc(Br)cc1)NCc1ccco1	0	-4	-6	6	8	4	-4	-13
COc1ccc(S(=O)(=O)Nc2cccc3c2O[C@H](CN(C)C(=O)NC2CCCCC2)[C@@H](C)CN([C@H](C)CO)C3=O)cc1	1	-3	-4	4	8	-3	8	3
O=C(Nc1ccccc1)c1ccc(CSc2ncccn2)cc1	-11	2	19	91*	16	7	85*	89*

Going on with the list:
SMILES	UBC13 polyUb	SENP1 FRET inh	A3G deaminase	SENP7 block	SENP8 block-1	Apaf1 inhib	SENP8 block-2	SENP6 inh
CCc1n[nH]c(=S)n1/N=C/c1cc(Br)c(OC)cc1OC	0	1	9	-1	-22	7	-3	7
O=C(NN1C(=O)C2C3CCC(O3)C2C1=O)c1ccc(Cl)cc1 (stereo not drawn)	-13	0	-6	-6	28	2	-14	-23
Cc1nn(C(C)(C)C)c(OC(=O)c2ccco2)c1Sc1ccccc1	0	-1	-5	1	34	6	3	7
COC(=O)CSc1nnc2cc(C)c3ccccc3n12	22	2	-6	-1	-72	-19	-6	-5
